# APP 5UTR inh: APP translation inhibition. 0.82% of 190,000 active. AID 1285. SH-SY5Y APP 5'UTR-luciferase reporter, luminescence. inhibition, % at 2 µM;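 active = inhibition above a set limit, derived from the sample mean plus 3 SD, cut at about 45% in these data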; also: values of inactives mirror those of a sister screen read the other way
# G6PDH CS: inhibits Leuconostoc G6PDH, flagging false hits in G6PDH-based assays; inhibition, % at 5 µM; AID 1020; 0.12% of 200,000 active; Purified L. mesenteroides G6PDH, diaphorase/resazurin coupled fluorescence, 45 min; in the data active = inhibition above about 50%
# Diaphorase act: activates diaphorase or chemically reduces, flagging diaphorase assay artifacts | Diaphorase/resazurin coupled assay, resorufin fluorescence, 16 min; hits give high values; 1 = vehicle wells, 0 = NADH-free wells | activation factor at 20 µM | 0.005% of 190,000 active | AID 1229;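 active = diaphorase activity raised at least twofold by the compound at 20 µM; inactive = activation factor below 2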
#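 test system = bacterial diaphorase enzyme (C. kluyveri) | quantity = enzyme 0.07 U/mL final | reagent = NADH substrate 0.114 mM plus resazurin dye 0.1 mM, final | incubation = 16 min enzyme reaction, ambient temperature | buffer or medium = HEPES pH 7.4 buffer with MgCl2 and Tween 20 | signal = fluorescence of resorufin, 544 nm excitation, 590 nm emission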
# Diaphorase inh: counter-screen for diaphorase-based assays: diaphorase inhibitors and chemical oxidizers | diaphorase resazurin-to-resorufin fluorescence, NADH, 16 min; bacterial (C. kluyveri) enzyme, not human | inhibition, % at 20 µM | 0.69% of 190,000 active;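 active = primary screen inhibition at 20 µM above a set limit, cut at about 50% in these data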;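 also: plate controls were DMSO with full reaction for no effect and wells lacking NADH for full effect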
#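 Detection: fluorescence of resorufin formed from resazurin, Ex 544/Em 590 nm; test system: Clostridium kluyveri diaphorase enzyme; amount: 0.14 U/mL diaphorase, enzyme working solution; times: 16-min room-temperature incubation before reading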
# An asterisk follows results filed as active; · = not tested or not shown.
# Letter code – A = APP 5UTR inh; B = G6PDH CS; C = Diaphorase act; D = Diaphorase inh
c1ccc(Cn2ncc3c(Nc4ccccc4)ncnc32)cc1
  A: -12.7 | B: · | C: · | D: ·

O=C(O)[C@H](Cc1ccccc1)NC(=O)N1CCC(Cc2ccccc2)CC1
  A: -10.3 | B: · | C: · | D: ·

COc1c(C=O)c(CCN(C)C(=O)c2ccc(F)cc2)cc2c1OCO2
  A: -0.6 | B: · | C: · | D: ·

Cn1c2ccccc2c2cc(/C=C(\NC(=O)c3ccccc3)C(=O)O)ccc21
  A: 1.7 | B: · | C: · | D: ·

COc1ccc(C2(CCN=Cc3ccc(N(C)C)cc3)CCOC(C)(C)C2)cc1 (stereo not drawn)
  A: -3.9 | B: · | C: · | D: ·

CC12CCC(C(=O)NNc3ccccc3)(C(=O)C1=O)C2(C)C (stereo not drawn)
  A: -13.5 | B: · | C: · | D: ·

Cc1cc(OC(C(=O)O)c2ccccc2)c2c(C)c(Cc3ccccc3)c(=O)oc2c1 (stereo not drawn)
  A: 3.1 | B: · | C: · | D: ·

COC(=O)c1cc(OC)c(OC)c(OC)c1[N+](=O)[O-]
  A: 6.8 | B: · | C: · | D: ·

Cn1cc(/C=C/C(=O)c2ccccc2)c2ccccc21
  A: -200.4 | B: · | C: · | D: ·

COc1ccc(-c2coc3c(CN4CCOCC4)c(O)ccc3c2=O)cc1
  A: -4.0 | B: · | C: · | D: ·

O=C(/C=C/c1ccccc1)NC(=O)c1ccccc1O
  A: -104.4 | B: · | C: · | D: ·

COc1ccc(C2=NOC(COc3ccc4c(C)cc(=O)oc4c3)C2)c(OC)c1 (stereo not drawn)
  A: 72.6* | B: · | C: · | D: ·

C(=C\c1ccc2ccccc2n1)/c1ccccc1
  A: -175.5 | B: · | C: · | D: ·

OC(C#CCN1CCCC1)(c1ccccc1)c1cccnc1 (stereo not drawn)
  A: 7.9 | B: · | C: · | D: ·

COC(=O)c1c(NC(=O)c2nc3ncccn3n2)sc(C(=O)N(C)C)c1C
  A: · | B: -1.3 | C: 0.9 | D: 9.2

Clc1cccc(-c2nn3c(-c4cccc(Cl)c4)nnc3s2)c1
  A: · | B: -4.1 | C: 1 | D: 3.1

CCCCOc1ccccc1NC(=O)CC1Nc2ccccc2NC1=O (stereo not drawn)
  A: · | B: 14.6 | C: 0.9 | D: 6.6

CCCOc1ccc(-c2nnn(CC(=O)Nc3cccc(C(=O)OC)c3)n2)cc1
  A: · | B: -1.7 | C: 0.8 | D: 20.3

CC1=C(C)SC(=C(C#N)c2nnc(N3CCOCC3)n2-c2ccccc2)S1
  A: · | B: 3.9 | C: 1 | D: 2.0

c1ccc(OCc2nn3c(-c4n[nH]c5c4CCC5)nnc3s2)cc1
  A: · | B: 17.7 | C: 1 | D: 4.6

CCOC(=O)C(C)Sc1nc(-c2ccc(OC)cc2)nc2c1c(=O)n(C)c(=O)n2C (stereo not drawn)
  A: · | B: -41.8 | C: 0.8 | D: 16.1

CCOC(=O)c1cnn(-c2ncnc3c2oc2ccccc23)c1N
  A: · | B: -2.9 | C: 0.9 | D: 10.4

Cc1nnc(SCc2nnc(-c3ccc(Cl)cc3)o2)n1-c1ccccc1
  A: · | B: 10.5 | C: 0.8 | D: 22.4

COc1ccc(S(=O)(=O)C(C#N)c2nc3ccccc3nc2N2CCC(C)CC2)cc1 (stereo not drawn)
  A: · | B: 8.0 | C: 0.8 | D: 20.4

COc1cccc2cc(C(=O)Nc3cccc(C)n3)c(=O)oc12
  A: · | B: 8.3 | C: 1.1 | D: -10.8

CCN(CC)CCCN1C(=O)C(O)=C(C(=O)c2sc(C)nc2C)C1c1ccc(C)o1 (stereo not drawn)
  A: · | B: 1.0 | C: 0.9 | D: 8.2

O=C(Cn1[nH]c(=O)c2ccccc2c1=O)Nc1cccc(-c2nnc3n2CCCCC3)c1
  A: · | B: -2.1 | C: 0.8 | D: 16.0

CC(C)CNC(=O)c1c(N)n(/N=C/c2cccnc2)c2nc3ccccc3nc12
  A: · | B: -5.3 | C: 1 | D: 1.9

Cc1nnc2n(Cc3ccccc3)c(=O)c3c4c(sc3n12)CCCC4
  A: · | B: 1.8 | C: 0.9 | D: 12.2

Cn1c(=O)c2c(nc(CN3CCN(c4ccccc4)CC3)n2Cc2ccccc2F)n(C)c1=O
  A: · | B: 4.7 | C: 0.8 | D: 16.4

COC(=O)c1ccc(S(=O)(=O)N(Cc2cc3cc4c(cc3[nH]c2=O)OCO4)C2CCCCC2)cc1
  A: · | B: 5.8 | C: 0.9 | D: 8.9

CC(C)OC(=O)C(C#N)c1nc2ccccc2nc1N1CCN(Cc2ccc3c(c2)OCO3)CC1 (stereo not drawn)
  A: · | B: 15.5 | C: 0.7 | D: 25.5

Cc1ccc(-n2ncc3c(NCCCn4ccnc4)ncnc32)c(C)c1
  A: · | B: -10.3 | C: 0.9 | D: 6.7

Cc1cc(=O)oc2c1c(C)nn2-c1ccc(C(=O)OC(C)C)cc1
  A: · | B: 12.7 | C: 0.9 | D: 8.3

Cc1nnc2n(-c3ccc(Cl)cc3)c(=O)c3c4c(sc3n12)CN(C)CC4
  A: · | B: -1.0 | C: 0.8 | D: 22.6

COc1ccc(-c2nnc3sc(-c4ccccc4OC)nn23)cc1
  A: · | B: 7.2 | C: 0.8 | D: 20.0

COC(=O)c1ccc(CN(C)S(=O)(=O)c2ccc(C)cc2)o1
  A: · | B: -0.2 | C: 0.9 | D: 9.6

COc1cccc2cc(C(=O)C3=C(O)C(=O)N(CCCN(C)C)C3c3ccncc3)oc12 (stereo not drawn)
  A: · | B: 0.1 | C: 0.8 | D: 21.7

Cc1cccn2c(=O)c3cc(C#N)c(=O)n(Cc4cccnc4)c3nc12
  A: · | B: 1.7 | C: 1.1 | D: -5.3

CCOC(=O)C1CCN(S(=O)(=O)c2ccc3c(c2)CCCN3C(C)=O)CC1
  A: · | B: -2.4 | C: 0.9 | D: 11.0

# 3 records drawn at random from those above:
# Letter code – A = APP 5UTR inh; B = G6PDH CS; C = Diaphorase act; D = Diaphorase inh
COC(=O)c1ccc(CN(C)S(=O)(=O)c2ccc(C)cc2)o1
  A: · | B: -0.2 | C: 0.9 | D: 9.6

Cc1ccc(-n2ncc3c(NCCCn4ccnc4)ncnc32)c(C)c1
  A: · | B: -10.3 | C: 0.9 | D: 6.7

CC(C)OC(=O)C(C#N)c1nc2ccccc2nc1N1CCN(Cc2ccc3c(c2)OCO3)CC1 (stereo not drawn)
  A: · | B: 15.5 | C: 0.7 | D: 25.5

# The list continues.
# Letter code – A = APP 5UTR inh; B = G6PDH CS; C = Diaphorase act; D = Diaphorase inh
Cn1c(SCC(=O)Nc2cc(=O)n(C)c(=O)n2C)nnc1C12CC3CC(CC(C3)C1)C2
  A: · | B: 10.6 | C: 1.1 | D: -8.9

CCC1CCCCN1Cc1nc2c(c(=O)n(C)c(=O)n2C)n1CCCc1ccccc1 (stereo not drawn)
  A: · | B: 4.4 | C: 0.9 | D: 12.6

O=c1oc2c(CN3CCCCC3)c(O)ccc2cc1-c1nc2ccccc2[nH]1
  A: · | B: -2.0 | C: 0.7 | D: 28.6

O=[n+]1cc(-c2cc3ccccc3o2)n([O-])c2c1CCCC2
  A: · | B: 2.0 | C: 0.9 | D: 14.9

CCCCC1(C(=O)OCC)CC(CN2CCOCC2)OC1=O (stereo not drawn)
  A: · | B: 0.6 | C: 1 | D: 3.5

Cc1ccc(Cl)cc1N1CCN(Cc2nc3c(c(=O)[nH]c(=O)n3C)n2Cc2ccccc2F)CC1
  A: · | B: -38.8 | C: 0.7 | D: 30.2

CCCc1nc(SCC(=O)N2CCc3ccccc32)c2c(=O)n(C)c(=O)n(C)c2n1
  A: · | B: -15.1 | C: 0.9 | D: 5.3

CCc1ccc2nc(NC3=NCN(CCN4CCOCC4)CN3)nc(C)c2c1
  A: · | B: 0.6 | C: 1.1 | D: -10.6

CCOC(=O)c1c(C)[nH]c(C(=O)NCc2ccccc2OC)c1C
  A: · | B: 11.0 | C: 0.9 | D: 13.9

C=CCn1cnc2c(c1=O)c1nc3ccccc3nc1n2/N=C/c1cccc(OC)c1OC
  A: · | B: 2.1 | C: 1 | D: 4.3

COc1ccc2c(c1)nc1n2CN(CC2CCCO2)CN1Cc1ccccc1 (stereo not drawn)
  A: · | B: 8.8 | C: 0.8 | D: 15.5

COc1cc(C2c3c(oc4ccc(Cl)cc4c3=O)C(=O)N2Cc2ccco2)cc(OC)c1OC (stereo not drawn)
  A: · | B: -0.2 | C: 0.7 | D: 26.5

CCN(CC)c1ccc2cc(C(=O)Nc3ccc(-n4cnnn4)c(OC)c3)c(=O)oc2c1
  A: · | B: -2.6 | C: 0.9 | D: 13.8

O=C1C2C3c4ccccc4C(c4ccccc43)C2C(=O)N1Cc1ccco1 (stereo not drawn)
  A: · | B: 0.6 | C: 0.9 | D: 12.6

O=C(CSCc1ccc(Cl)cc1)c1ccco1
  A: · | B: 7.8 | C: 0.8 | D: 16.0

Cc1nnc2n(Cc3ccccc3)c(=O)c3c4c(sc3n12)CN(Cc1ccccc1)CC4
  A: · | B: 3.6 | C: 0.8 | D: 24.6

C1=C(CCNc2ncnc3c2cnn3-c2ccccc2)CCCC1
  A: · | B: 3.3 | C: 0.7 | D: 25.2

CCOC(=O)c1cnc2ccc(Br)cc2c1NCC(C)O (stereo not drawn)
  A: · | B: 4.3 | C: 0.9 | D: 8.9

Cc1oc(C(=O)O)cc1COc1ccc2c3c(c(=O)oc2c1C)CCCC3
  A: · | B: -2.1 | C: 0.9 | D: 11.9

CCCCSc1nc2c(c(=O)[nH]c(=O)n2C)n1CCc1ccccc1
  A: · | B: -3.4 | C: 0.9 | D: 7.2

# Taken from above.
# O=C(CSCc1ccc(Cl)cc1)c1ccco1 in Diaphorase act reads 0.8
# C1=C(CCNc2ncnc3c2cnn3-c2ccccc2)CCCC1 in Diaphorase inh reads 25.2

# (further entries)
# Letter code – A = APP 5UTR inh; B = G6PDH CS; C = Diaphorase act; D = Diaphorase inh
N#C/C(C(=O)N1CCOCC1)=c1\s/c(=C/c2ccncc2)c(=O)n1-c1ccccc1
  A: · | B: 12.5 | C: 0.8 | D: 19.0

O=C(CSc1ncnc2c1oc1ccccc12)N1CCc2ccccc2C1
  A: · | B: 2.9 | C: 0.8 | D: 22.5

O=C1c2ccccc2C(=O)N1Cc1nc2ccccc2c(=O)n1Cc1ccco1
  A: · | B: -2.3 | C: 0.8 | D: 23.4

c1ccc(CCNc2ccccc2)cc1
  A: · | B: 6.9 | C: 0.9 | D: 14.6

NC(=O)CN1CCOCCN(CC(N)=O)CCOCC1
  A: · | B: 55.9* | C: 0.9 | D: 8.2

CC(=O)N(Cc1cc2ccc(C)c(C)c2n2nnnc12)C1CCCC1
  A: · | B: 10.9 | C: 0.8 | D: 22.2

Cc1cc(C)c2[nH]c(=O)c(C(c3nnnn3C3CCCC3)N3CCOCC3)cc2c1 (stereo not drawn)
  A: · | B: 4.0 | C: 1 | D: -2.5

Cc1cnc(-c2nnc(N(C)C(=O)c3ccccn3)s2)cn1
  A: · | B: 2.9 | C: 0.9 | D: 10.4

c1ccc(Cn2ncc3c2ncn2c(-c4ccncc4)nnc32)cc1
  A: · | B: 0.8 | C: 1.1 | D: -9.3

CC(C)N1CCc2c(sc(N)c2C#N)C1
  A: · | B: 5.5 | C: 0.8 | D: 22.6

O=C(N1CCN(Cc2ccc3c(c2)OCO3)CC1)C12CC3CC(CC(C3)C1)C2
  A: · | B: 1.4 | C: 0.9 | D: 14.2

COCCOC(=O)c1c(C)oc2ccc(NS(=O)(=O)c3ccc(C(=O)O)cc3)cc12
  A: · | B: 12.6 | C: 0.8 | D: 16.2

COCCNC(=O)c1cc2c(=O)n3cccc(C)c3nc2n1C
  A: · | B: -5.3 | C: 0.9 | D: 12.2

CC1(C)CC(=O)C=C(N2CCN(C3=CC(=O)CC(C)(C)C3)CC2)C1
  A: · | B: -2.3 | C: 1 | D: 1.9

CCSC1(SCC)N=C(N)C2(C#N)C(c3ccc(OC)c(OC)c3OC)C12C#N (stereo not drawn)
  A: · | B: 26.6 | C: 0.8 | D: 20.7

C=C(C)Cn1c(C2CC(=O)N(Cc3ccccc3)C2)nc2ccccc21 (stereo not drawn)
  A: · | B: 2.1 | C: 0.8 | D: 23.0

COc1ccc(N2CCN(C(=O)CSc3ncnc4c3cnn4-c3ccc(OC)cc3)CC2)cc1
  A: · | B: 3.5 | C: 0.9 | D: 13.7

CC(C)(C)c1ccc(S(=O)(=O)N2CCCCC2C(=O)NCc2ccccn2)cc1 (stereo not drawn)
  A: · | B: 27.3 | C: 0.8 | D: 15.0

O=S(=O)(Nc1ncnc2c1oc1ccccc12)c1ccc(Cl)s1
  A: · | B: 3.5 | C: 0.8 | D: 21.7

Cc1cc(C)c2c(n1)nn1c(N3CCN(c4ccccn4)CC3)cc(C)nc21
  A: · | B: 10.5 | C: 0.7 | D: 25.2

CCOc1ccc2nc(NCCNC(=O)C3CC3)c(C)cc2c1
  A: · | B: 7.6 | C: 0.9 | D: 8.9

C=CCn1cnc2c(c1=O)c1nc3ccccc3nc1n2/N=C/c1ccccn1
  A: · | B: 13.6 | C: 0.7 | D: 25.3

# Only part of the results is shown; the hit share may differ from the screen's.
